PPARg SRC-2 ag: agonists of PPARg-SRC-2 recruitment, primary screen, biochemical, HTS. PPARgamma LBD-SRC-2 recruitment. activation, % at 8 µM. 200,000 tested, 0.34% active. AID 1032, 2008. Peroxisome proliferator-activated receptor gamma (Homo sapiens), P37231; in the data active = activation above about 22%;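 note: 0% = vehicle and 100% = reference agonist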
Target sequence (P37231 whole entry, looked up, the tested form may be a part): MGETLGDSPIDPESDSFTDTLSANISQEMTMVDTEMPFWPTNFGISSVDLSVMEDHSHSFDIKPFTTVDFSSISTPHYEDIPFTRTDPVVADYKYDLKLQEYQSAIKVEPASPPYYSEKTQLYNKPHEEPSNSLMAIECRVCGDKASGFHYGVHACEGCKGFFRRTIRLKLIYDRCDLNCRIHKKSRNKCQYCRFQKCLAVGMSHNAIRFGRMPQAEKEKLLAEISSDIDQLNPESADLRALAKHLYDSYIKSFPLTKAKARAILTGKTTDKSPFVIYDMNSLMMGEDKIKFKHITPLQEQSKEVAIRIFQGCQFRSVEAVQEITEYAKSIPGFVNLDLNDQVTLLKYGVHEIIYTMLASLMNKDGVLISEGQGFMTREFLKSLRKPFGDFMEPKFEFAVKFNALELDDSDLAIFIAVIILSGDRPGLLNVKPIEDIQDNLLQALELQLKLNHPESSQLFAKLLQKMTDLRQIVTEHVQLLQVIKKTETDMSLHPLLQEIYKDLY
Redox H2O2 prof: compounds producing H2O2 with reducing agent – biochemical, NIH compound library profiling, artefact control for MLSCN library redox annotation, primary screen. activation, % at 10 µM. 200,000 tested, 0.03% active. AID 878, 2007. DTT-dependent redox cycling H2O2, phenol red/HRP absorbance; 100% = 100 µM peroxide control, 0% = buffer;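 active = activation of at least 50% relative to the plate's high and low controls in the primary single-dose screen; inactive = activation below 50%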;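 note: compound incubated with DTT at 0.8 mM final as the reducing agent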
ROMK primary: ROMK potassium channel modulators, primary screen, cell-based, thallium flux, MLSMR library. ATP-sensitive inward rectifier potassium channel 1 (Homo sapiens), P48048. Tet-inducible ROMK, thallium flux fluorescence; actives lie on both sides. B-score at 10 µM. 130,000 tested, 2% active. AID 1918, 2009;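 active = signal ratio slope over the read window, or its plate-corrected B-score, at least 3 SD from the plate mean, either direction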;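 note: B-score of the F/F0 ratio slope over 7 to 12 s after thallium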
Target sequence (P48048 whole entry, looked up): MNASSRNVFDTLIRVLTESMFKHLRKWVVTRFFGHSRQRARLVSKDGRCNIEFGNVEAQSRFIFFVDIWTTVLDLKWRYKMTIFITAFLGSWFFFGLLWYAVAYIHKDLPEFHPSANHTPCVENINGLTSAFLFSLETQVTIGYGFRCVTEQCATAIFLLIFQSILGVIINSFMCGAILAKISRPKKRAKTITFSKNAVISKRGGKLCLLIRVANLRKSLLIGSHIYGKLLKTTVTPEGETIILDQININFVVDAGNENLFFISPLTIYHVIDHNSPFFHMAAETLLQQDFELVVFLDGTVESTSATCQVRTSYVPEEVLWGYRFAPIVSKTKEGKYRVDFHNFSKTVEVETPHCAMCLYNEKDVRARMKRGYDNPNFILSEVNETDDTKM
PPARg SRC3 recr: PPARgamma agonists recruiting SRC-3 coactivator, primary screen, biochemical | AID 731, 2007 | 200,000 tested, 0.26% active | activation, % at 8 µM | biochemical PPARgamma/SRC-3 coactivator recruitment assay | Peroxisome proliferator-activated receptor gamma (Homo sapiens), P37231; in the data active = activation above about 23%;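 note: 0% = DMSO and 100% = reference agonist; some compounds past the cut are filed as inactive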
L major viab: Leishmania major promastigote growth inhibition, primary screen; AID 1063, 2008; 200,000 tested, 9% active; Leishmania major promastigotes, resazurin fluorescence viability; inhibition, % at 10 µM; in the data active = inhibition above about 50%;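 note: promastigotes grown with compound for 44 hours at 28 °C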
TLR4-MyD88 BLA: inhibitors of TLR4-MyD88 association in cells, primary screen, cell-based, HeLa CL3-4, BLA complementation, FRET ratio; Toll-like receptor 4 (Homo sapiens) + Myeloid differentiation primary response protein …; HeLa CL3-4 TLR4/MyD88 BLA complementation; inhibition, % at 8.4 µM; 200,000 tested, 0.18% active; AID 861, 2007; in the data active = inhibition above about 25%;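 note: 0% = vehicle and 100% = reference inhibitor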
bIAP activator: bovine intestinal alkaline phosphatase activators, primary screen, biochemical, bovine IAP, CDP-star luminescence | alkaline phosphatase, intestinal [Bos taurus] | purified bovine IAP, 30 min; stronger effect = higher value; fold of DMSO-control signal, blank-subtracted | activation factor at 20 µM | 200,000 tested, 0.17% active | AID 1016, 2008;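 active = activation factor of 2 or more at 20 µM, a signal rise over negative controls twice the positive control's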
bIAP inh: bovine intestinal alkaline phosphatase inhibitors, primary screen, selectivity assay for TNAP inhibitor project, biochemical, bovine IAP, CDP-star luminescence; alkaline phosphatase, intestinal [Bos taurus]; purified bovine IAP, 30 min; inhibition, % at 20 µM; 190,000 tested, under 10 active; AID 1019, 2008;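 active = over 50% inhibition of intestinal alkaline phosphatase at 20 µM in the single-dose screen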
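System: purified bovine intestinal alkaline phosphatase (IAP) enzyme; Input: IAP diluted 1/65,000,000 in the well; Measured by: CDP-star luminescence signal; Compound dosing: 20 µM single dose; Incubation: 30 min reaction at room temperature.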
PPARg SRC1 recr: PPARgamma agonists recruiting SRC-1 coactivator, primary screen, biochemical; Peroxisome proliferator-activated receptor gamma (Homo sapiens), P37231; PPARgamma-SRC-1 coactivator recruitment biochemical assay; activation, % at 8 µM; 200,000 tested, 0.41% active; in the data active = activation above about 19%;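 note: 0% = DMSO and 100% = reference agonist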
S1P3 antagonist: S1P3 receptor antagonists, primary screen, cell-based. Sphingosine 1-phosphate receptor 3 (Homo sapiens), Q99500. CHO S1P3 NFAT-BLA reporter, FRET fluorescence, antagonist mode. inhibition, % at 4.98 µM. 170,000 tested, 0.27% active;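 active = inhibition above the plate cutoff, the mean inhibition of test wells on that plate plus 3 SD, cut at about 28% in these data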;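 note: cells challenged with S1P at its EC80 of 0.8 µM; blue over green emission ratio from cleaved BLA substrate after 4 h stimulation; 0% = S1P-stimulated wells and 100% = unstimulated DMSO-only wells; some compounds past the cut are filed as inactive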
TR-FRET SRC-2 ct: TR-FRET signal artefacts, primary screen, artefact control for PPARgamma SRC-2 agonist project, biochemical; AID 1049, 2008; 200,000 tested, 0.4% active; TR-FRET ratio at 8 µM; TR-FRET artefact counter-screen; stronger effect = higher value; in the data active = TR-FRET ratio above about 2000; note: inactives centre near 1500
Numbers without * were called inactive; . = no result given; & = joins results of further samples.

SMILES	PPARg SRC-2 ag	Redox H2O2 prof	ROMK primary	PPARg SRC3 recr	L major viab	TLR4-MyD88 BLA	bIAP activator	bIAP inh	PPARg SRC1 recr	S1P3 antagonist	TR-FRET SRC-2 ct
O=C(c1ccc2c(c1)OCO2)N1CCN(c2ncccn2)CC1	8	-0.3	.	-2	-10	-1	1	4	7	-9	1607
Cc1cccc(C)c1NC(=O)C(NC(=O)c1ccccn1)c1ccccc1[N+](=O)[O-] (stereo not drawn)	7	0.1	.	4	-1	8	0.9	10	0	5	1570
COCCNC(=S)Nc1ccc([N+](=O)[O-])cc1C	7	0.4	0.11	2	7	3	1.2	-21	5	-3	1620
Nc1c(C(=O)c2ccccc2)sc2c1c(=O)[nH]c(=O)n2-c1ccccc1	0	0.6	.	0	3	5	0.6	41	2	-3	1563
CC1CN(CC(=O)c2c(N)n(Cc3ccccc3)c(=O)n(C)c2=O)CC(C)O1 (stereo not drawn)	4	0.1	-0.13	6	0	11	1	1	0	.	1571
CN(C)/C=C/C(=O)c1ccccc1F	3	2.4	.	-10	-6	6	0.8	16	7	.	1533
Cc1cc(N2CC34C=CC(O3)C(C(=O)O)C4C2=O)no1 (stereo not drawn)	2	-1.6	-0.0024	7	-2	-5	0.9	5	4	-10	1532
COc1cccc(OC)c1C(=O)N1CCN(S(=O)(=O)c2ccccc2)CC1	3	-0.1	.	-6	-4	12	1.1	-7	6	-17	1575
CCCNC(=O)Cn1nc(C(F)(F)F)cc1C	-2	-1.2	0.11	0	1	2	1	2	2	-5	1502
O=C(O)C(Sc1ccncn1)c1ccccc1 (stereo not drawn)	1	-0.6	-0.14	1	-4	-10	1.1	-5	4	-21	1635
CCOC(=O)C1CCN(S(=O)(=O)c2ccc(OC)c(Cl)c2Cl)CC1	13	0.0	0.16	-3	6	-16	0.9	10	6	.	1558
COc1ccc(CN2CCN(C(=O)CC(C)C)CC2)c(OC)c1OC	8	0.4	.	5	1	-8	1	4	6	-34	1745
CC(=O)NC(=O)Nc1sc(=S)n(C)c1C	2	-1.2	0.005	4	4	-7	1	2	6	.	1745
COc1ccccc1NC(C)=O	-6	-0.5	.	0	-6	2	0.9	6	-13	.	1564
CC(=O)c1ccccc1NC(=O)CSc1nnc2ccccn12	-2	0.1	0.5	-3	-1	6	1	1	-6	.	1514
Cc1ccccc1-n1c(SCC(=O)N/N=C/c2sccc2C)nc2ccccc2c1=O	-5	0.1	1.3	4	86*	-5	1	1	-1	4	1493
Cc1nc2ccc(NC(=O)N3CCC(c4ccccc4)C3)cc2nc1C (stereo not drawn)	4	2.4	.	6	14	-8	1	-3	-5	19	1406
Cc1nnc(NC(=O)c2oc3c(ccc4ccccc43)c2C)s1	0	-3.4	.	6	0	10	1	1	7	.	1669
Cc1ccc(C(C(=O)NCc2ccccc2)N(Cc2cccs2)C(=O)c2ccc3c(c2)OCCO3)cc1 (stereo not drawn)	-2	2.4	-0.75	1	4	-25	1.1	-9	-4	-14	1557
COc1ccc(/C=C/C(=O)c2cc(Br)ccc2O)cc1OC	8	0.3	-0.044	-1	29	-2	1	-4	4	-5	1678

Quoted from the listing.
Result for Cc1nc2ccc(NC(=O)N3CCC(c4ccccc4)C3)cc2nc1C (stereo not drawn) under TLR4-MyD88 BLA: -8
Result for Cc1ccccc1-n1c(SCC(=O)N/N=C/c2sccc2C)nc2ccccc2c1=O under S1P3 antagonist: 4

Further structures follow:
SMILES	PPARg SRC-2 ag	Redox H2O2 prof	ROMK primary	PPARg SRC3 recr	L major viab	TLR4-MyD88 BLA	bIAP activator	bIAP inh	PPARg SRC1 recr	S1P3 antagonist	TR-FRET SRC-2 ct
CCOC(=O)c1c(CN2CCN(c3ccccc3)CC2)oc2ccc(O)cc12	-6	-2.3	.	0	10	-1	1	1	-3	-12	1408
COc1ccc(/C=N/Nc2nc3ccccc3o2)cc1O	4	-0.2	0.37	-14	-21	-15	1.2	-22	2	.	1625
Cc1c(NC(=O)c2cccs2)cccc1[N+](=O)[O-]	11	-1.9	0.0045	1	1	2	0.9	5	6	-9	1831
O=C(CN(Cc1ccccc1)C(=O)c1csnn1)NCc1ccccc1	-4	-2.0	-1.1	2	2	12	0.9	11	9	-16	1408
O=C(Nc1ccc2c(c1)CCC2)Nc1ccc2c(c1)OCO2	3	-0.3	.	0	-4	11	0.8	21	2	8	1602
Cc1nnc(SCC(=O)Nc2ccccc2)[nH]c1=O	0	0.1	0.53	-1	-6	-2	0.7	31	-2	.	1463
O=C(NNC1=NS(=O)(=O)c2ccccc21)c1ccc(Cl)cc1	-4	-0.7	-0.82	0	-3	4	1	0	5	6	1537
CC(C)(C)OC(=O)N1CCCC(C(=O)CC#N)C1 (stereo not drawn)	-2	1.1	-0.6	-2	2	2	0.9	7	-4	-28	1580
Cc1ccc(NC(=O)Nc2ccc(Cl)cc2)c(Br)c1	8	-0.5	0.29	3	-1	3	0.9	9	10	-4	1736
Clc1ccc(-c2nn3c(-c4ccccc4)nnc3s2)cc1	-1	1.1	.	1	-7	-11	1.1	-7	5	-26	1448
Cc1c(N=Cc2c(O)n(Cc3ccco3)c(=O)c3ccccc23)c(=O)n(-c2ccccc2)n1C	2	1.1	-0.4	-5	19	3	0.9&0.8	8&20	-2	-16	1504
CC(=O)Nc1ccc(C(=O)CSc2nnc(Cn3nnc4ccccc43)n2C)cc1	-9	0.9	0.4	6	1	12	0.8	15	5	-10	1677
O=C(O)c1ccc(NC(=O)c2cn(-c3ccccc3)nc2-c2ccc(F)cc2)cc1	-9	4.2	-0.22	-4	-1	8	1.2	-19	8	-2	1520
COc1ccc(NC(=O)Cn2nnc(-c3ccccc3NS(=O)(=O)c3ccccc3)n2)cc1	4	0.0	-0.33	5	44	-13	0.9	6	1	-2	1626
OCCNCC12CC3CC(CC(C3)C1)C2	2	-0.8	0.17	6	25	5	0.9	6	9	3	1377
CC(C)c1ccc(O)c(N)c1	9	-3.3	0.23	-1	-3	10	0.9	10	4	.	1553
COc1ccc(C(=O)NC(Oc2ccccc2)C(Cl)(Cl)Cl)cc1 (stereo not drawn)	8	1.1	.	-5	-3	-14	1	-4	-12	.	1668
CCOC(=O)CC(=O)CSc1nc(-c2cccnc2)ccc1C#N	0	1.9	0.24	-13	2	20	0.9	6	8	-9	1642
Cc1ccc(S(=O)(=O)N(CC(=O)N/N=C/c2ccco2)c2cc(Cl)cc(Cl)c2)cc1	3	-0.2	-0.044	3	-1	-10	1	1	0	-9	1542
O=C(CS(=O)c1cccc(C(F)(F)F)c1)Nc1ccc(Cl)cc1Cl (stereo not drawn)	-12	1.7	.	4	-1	-2	0.9	6	-3	.	1350
O=C1CCCC2=C1C(c1ccccc1)n1c(s/c(=C/c3cccc(F)c3)c1=O)=N2 (stereo not drawn)	7	0.0	0.63	11	60*	-19	0.9	13	10	.	1618
Cc1ccccc1NC(=S)N(CCN1CCCCCC1)Cc1cccs1	-10	1.0	0.0017	0	15	4	0.9	10	4	1	1630
CCOC(=O)c1sc(NC(=O)CSc2n[nH]c(-c3ccccc3)n2)c(C#N)c1C	5	0.3	.	0	-5	0	1.1	-7	3	-6	1522
CC[C@H](C)[C@@H](C(=O)N1CCNCC1)n1cc([C@@H](N)CC(C)C)nn1	-5	0.5	.	5	-5	-1	1	4	2	10	1553
O=c1c(Cl)c(N2CCN(c3ccc(F)cc3)CC2)cnn1-c1nc2ccccc2s1	1	1.5	.	0	1	10	0.6	44	3	-15	1556
Cc1nc2ccccn2c1C(=O)NNS(=O)(=O)c1ccc(C(C)(C)C)cc1	0	-1.0	.	1	25	7	0.8	16	-6	-1	1442
COc1ccc(S(=O)(=O)Cc2ccc(C(=O)N3CCN(c4ccccn4)CC3)o2)cc1	4	-0.5	.	-9	0	-5	0.9	9	1	-27	1643
Cc1cc2c(=O)n(CC(=O)N3CCN(c4ccc(F)cc4)CC3)cnc2s1	-5	1.2	.	-9	-1	1	1	2	12	-12	1524
CCn1c(NC(=O)c2cccc(Cn3cc(Cl)cn3)c2)nc2ccccc21	6	-0.7	.	3	4	-10	0.8	19	-2	25	1695
Cn1c(C(=O)N2CCCC(C(=O)NCCCSC3CCCCC3)C2)cc2sccc21 (stereo not drawn)	3	2.1	0.087	10	13	3	1.2	-23	7	-2	1558
CC1=NCCN1S(=O)(=O)c1cc([N+](=O)[O-])ccc1Cl	-1	-0.9	0.91	-3	10	-13	1.1	-14	-9	-7	1191
COc1ccc2c(c1)nc(SCC(=O)C(C)(C)C)n2C	6	-3.8	.	-9	-1	3	0.9	10	10	.	1535
Cc1cccc(NC(=O)CSc2nc3nc(C)cc(C)c3c(=O)[nH]2)c1	3	1.2	.	3	-11	-15	1	5	12	.	1492
O=C(OCc1csc(-c2ccccc2)n1)c1ccccc1O	6	-0.4	-0.28	2	-11	-10	1.1	-14	2	2	1523
Fc1ccccc1COc1ccc2ccccc2c1CNc1nn[nH]n1	3	0.3	-0.28	-1	-9	4	1.1	-11	3	-1	1682
COC(=O)Cc1cc(=O)oc2c(C)c(O)ccc12	10	-4.9	.	9	-11	13	1	3	11	.	1633
O=C(CN1CCN(C2CCCCC2)CC1)Nc1cccc2ccccc12	-3	-2.2	-0.6	0	42	1	1.2	-20	5	-18	1572
COc1ccc(-c2cc(C(=O)NC(Cc3c[nH]c4ccccc34)C(=O)O)c(C)o2)cc1OC (stereo not drawn)	-2	0.1	0.69	5	-7	8	1	-1	4	-14	1432
O=C(O)/C(=C\c1ccc(Br)cc1)c1ccc(S(=O)(=O)N2CCCCC2)s1	10	-0.4	.	4	-5	0	0.9	7	4	-8	1678
Cc1nn(C)c(C)c1S(=O)(=O)Nc1ccc2c(c1)OCO2	2	2.3	.	-5	-2	15	0.9	7	6	1	1497
COc1cc(CNCc2ccccn2)ccc1OCc1c(Cl)cccc1Cl	3	-5.2	.	14	100*	11	2.5*	-146	8	.	1549
O=C(NC1CCCCC1)C1CCC(CNS(=O)(=O)c2cccc3nsnc23)CC1 (stereo not drawn)	3	-1.4	.	10	4	-4	0.9	14	1	.	1567
COC(=O)COn1c(SCC(=O)OC)nc2ccccc2c1=O	7	-1.4	0.2	5	-8	1	1	4	-2	.	1703

Screening data (PubChem)
